TRPC6 act = activators of mouse TRPC6 channel | Q61143 | HEK293-TRPC6 membrane potential dye fluorescence; stronger effect = higher value | B-score at 10 µM | 310,000 compounds, 0.13% hits;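 active means B-score of the integrated fluorescence ratio above library mean plus 3 SD, and starting fluorescence ratio within library mean plus 5 SD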;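 further: higher score means more depolarization so channel activation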
Target sequence (Q61143 whole entry, looked up): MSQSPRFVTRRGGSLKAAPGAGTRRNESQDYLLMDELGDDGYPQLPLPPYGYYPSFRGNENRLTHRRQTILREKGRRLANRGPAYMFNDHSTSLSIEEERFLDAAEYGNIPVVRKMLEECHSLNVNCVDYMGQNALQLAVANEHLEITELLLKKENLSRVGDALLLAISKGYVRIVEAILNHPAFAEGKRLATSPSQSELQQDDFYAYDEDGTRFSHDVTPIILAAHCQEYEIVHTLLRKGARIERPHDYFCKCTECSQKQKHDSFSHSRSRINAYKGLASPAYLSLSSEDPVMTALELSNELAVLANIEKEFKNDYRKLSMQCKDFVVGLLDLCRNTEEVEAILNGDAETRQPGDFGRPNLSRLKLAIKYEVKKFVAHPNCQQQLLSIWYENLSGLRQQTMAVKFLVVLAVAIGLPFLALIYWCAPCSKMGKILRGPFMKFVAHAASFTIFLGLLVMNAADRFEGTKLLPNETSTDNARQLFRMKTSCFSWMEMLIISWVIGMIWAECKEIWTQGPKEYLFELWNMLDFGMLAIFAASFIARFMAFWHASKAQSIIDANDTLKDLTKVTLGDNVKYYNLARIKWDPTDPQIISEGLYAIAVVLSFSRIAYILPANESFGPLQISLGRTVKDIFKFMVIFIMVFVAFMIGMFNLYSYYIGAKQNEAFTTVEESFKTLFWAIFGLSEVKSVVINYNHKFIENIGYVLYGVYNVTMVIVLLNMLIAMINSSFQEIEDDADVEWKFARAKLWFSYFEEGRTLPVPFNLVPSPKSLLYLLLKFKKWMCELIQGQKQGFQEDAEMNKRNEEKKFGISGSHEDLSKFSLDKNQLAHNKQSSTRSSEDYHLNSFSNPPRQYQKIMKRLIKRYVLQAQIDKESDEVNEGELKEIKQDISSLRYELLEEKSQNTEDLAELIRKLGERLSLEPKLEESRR
MrgX1 agonist = human MrgX1 receptor agonism, primary screen. MrgX1-HEK293 cells, Fluo-4 calcium fluorescence, agonist mode; stronger effect = higher value. Q96LB2. AID 588627. B-score at 10 µM. 310,000 compounds, 0.44% hits;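 active means calcium response B-score plate-corrected fluorescence ratio at least 3 library SD, with starting fluorescence B-score inside 5 SD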
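Assay system: stable human MrgX1 HEK293 cell line. Quantity: 15,000 cells per well. Schedule: cells plated overnight, dye loaded 0.5 h 37 °C, 0.5 h room temperature. Detection: Fluo-4 NW calcium-flux fluorescence, kinetic read. Read-out basis: peak-minus-minimum fluorescence over baseline, converted to B scores. Control set: positive and negative control wells on each plate.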
TMEM16A act = activates or potentiates the mouse TMEM16A chloride channel; HEK293 TMEM16A/YFP-H148Q/I152L, iodide quench fluorescence; stronger effect = lower value; B-score at 10 µM; 340,000 compounds, 0.3% hits; AID 623877;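 active means fluorescence-ratio B-score plate-corrected deviation score at least 3 library SD below zero, with starting fluorescence score within 5 deviations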;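 further: channel opened by trigger with iodide after compound preincubation; score built on the fluorescence ratio of max minus min over baseline; more negative score means more quench and so TMEM16A activation or potentiation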
TRPC6 inh = mouse TRPC6 channel inhibition; Q61143; 310,000 compounds, 1.1% hits; HEK293-TRPC6, membrane potential dye, ACh-evoked depolarization; stronger effect = lower value; B-score at 10 µM;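 active means B-score under library mean minus 3 SD, initial fluorescence not abnormally high, positive integrated signal ratio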;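 further: B-score derived from integrated fluorescence ratio over the kinetic read; more negative B-score means stronger inhibition of depolarization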
MrgX1 PAM = human MrgX1 positive allosteric modulation, primary screen; Q96LB2; MrgX1-HEK293, Fluo-4 calcium flux, FDSS; stronger effect = higher value; B-score at 10 µM; 310,000 compounds, 0.63% hits;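 active means plate-corrected calcium response at least 3 library SD above typical, normal starting fluorescence, not activating the receptor alone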;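 further: compound read alongside a low EC10 to EC30 dose of BAM8-22 agonist; peak minus trough fluorescence over baseline measured at the second addition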
MrgX1 antag = blocks BAM8-22 activation of human MrgX1 receptor | AID 588676 | 310,000 compounds, 1.3% hits | B-score at 10 µM | Q96LB2 | MRGX1-HEK293 calcium flux, Fluo-4, BAM8-22 antagonism; stronger effect = lower value;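 active means calcium-response B-score plate-corrected more than 3 library SD below zero, starting fluorescence within 5 deviations, no agonist response on first addition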;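 further: peak minus trough fluorescence over baseline after final BAM8-22 challenge near maximal dose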
TMEM16A inh = inhibitors of mouse TMEM16A calcium-activated chloride channel | Q8BHY3 | HEK293 TMEM16A/YFP iodide influx fluorescence, ionomycin | normalized B-score (activity score, 25-100; higher = stronger inhibition) at 10 µM | 310,000 compounds, 1.2% hits | AID 588511;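 active means ratio plate-corrected score three or more library SD toward inhibition, starting fluorescence score within five deviations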;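 further: score derived from kinetic fluorescence span divided by baseline fluorescence per well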
RGS4 inh = human RGS4 inhibition; P49798; HEK293 M3R/RGS4 inducible, Fluo-4 calcium flux; stronger effect = higher value; triggered by carbachol at its EC20; B-score at 10 µM; 310,000 compounds, 0.45% hits;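 active means B-score, a plate-corrected calcium signal, over three deviations above library mean, with baseline fluorescence within five deviations of library mean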;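 further: RGS4 expression induced by doxycycline in cells with stable M3 receptor; B-score is computed from the integrated fluorescence ratio over baseline after carbachol; higher B-score means a larger calcium signal and so more RGS4 inhibition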
Target sequence (P49798 whole entry, looked up): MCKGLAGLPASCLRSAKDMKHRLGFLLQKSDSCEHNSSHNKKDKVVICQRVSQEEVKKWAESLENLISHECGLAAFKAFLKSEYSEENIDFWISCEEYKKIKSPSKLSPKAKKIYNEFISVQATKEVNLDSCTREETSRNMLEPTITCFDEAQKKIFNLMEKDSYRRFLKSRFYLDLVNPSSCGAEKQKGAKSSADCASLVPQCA
TRPC4 act = TRPC4 (mouse) channel activation; Q9QUQ5; HEK293 TRPC4beta/mu-opioid, Fluo4 calcium fluorescence; stronger effect = higher value; B-score at 10 µM; 310,000 compounds, 0.49% hits; AID 2237;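 active means B-score above 5 SD of library B-scores, and initial fluorescence ratio not above library mean plus 5 SD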;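 further: positive B-score marks a calcium rise read as TRPC4 activation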
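Assay system – TRPC4beta and mu-opioid receptor HEK293 stable cells · Measured by – Fluo4 fluorescence, kinetic · Schedule – dye loading 45 min room temperature, 110 s kinetic read · Read-out – B-scored integrated calcium fluorescence ratio · Controls – buffer and maximal DAMGO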
TRPC4 PAM = allosterically enhances the mouse TRPC4 cation channel | AID 2227 | 310,000 compounds, 0.42% hits | B-score at 10 µM | Q9QUQ5 | HEK293 TRPC4beta/mu-opioid, DAMGO EC20, Fluo-4 Ca2+ flux; stronger effect = higher value;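 active means B-score of calcium response area above 5 SD of library B-scores, with initial fluorescence ratio within 5 SD of library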;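 further: B-score of integrated fluorescence ratio over time as area under calcium response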
TRPC4 inh = TRPC4 (mouse) channel inhibition | HEK293 TRPC4beta/mu-opioid, DAMGO-evoked Fluo4 calcium flux; stronger effect = lower value | 300,000 compounds, 0.39% hits | Q9QUQ5 | B-score at 10 µM;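 active means B-score over 3 SD under the library average, no early fluorescence shift, positive overall ratio signal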
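Material: HEK293 cells with stable TRPC4beta plus mu-opioid receptor expression / Probe or stimulus: DAMGO in two steps, submaximal then maximal / Compound: single concentration per test compound / Technique: kinetic Fluo4 fluorescence imaging of calcium influx / Read-out: per-well B score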
An asterisk follows results filed as active; i = inactive; x = no result given. No enrichment for hits, and some 5.8% of all compounds hit somewhere here.

SMILES	TRPC6 act	MrgX1 agonist	TMEM16A act	TRPC6 inh	MrgX1 PAM	MrgX1 antag	TMEM16A inh	RGS4 inh	TRPC4 act	TRPC4 PAM	TRPC4 inh
CC(C)CC(=O)NC(=S)Nc1ccc(NC(=O)c2ccco2)cc1	i	i	i	i	i	i	i	i	i	i	i
CCOc1ccccc1OCCN1CCC(Cc2ccccc2)CC1	i	i	i	i	i	i	i	i	i	i	i
C=CCOC(=O)CN1C(=O)c2ccccc2C1=O	i	i	i	i	i	i	i	i	i	i	i
Cc1ccccc1-n1nc(C)c2cc(C(=O)NC3CC3)sc21	i	i	i	i	i	i	i	i	i	i	i
O=[N+]([O-])c1ccc(C[n+]2ccccc2)cc1	i	i	i	i	i	i	i	i	i	i	i
Cc1cccc(OCC(=O)Nc2cc(C)c(C)cc2O)c1	i	i	i	i	i	i	i	i	i	i	i
COCCn1c(=O)[nH]c2cc(C(=O)Nc3ccc(OC)c(Cl)c3)ccc2c1=O	i	i	i	i	i	i	i	i	i	i	i
COc1ccc(NC(=O)CSCC(=O)N(C)Cc2c(F)cccc2Cl)cc1	i	i	i	i	i	i	i	i	i	i	i
O=C(NCCc1ccc2c(c1)OCCO2)c1cc2ccccc2o1	x	i	i	x	i	i	100*	x	x	x	x
CCN1CCC[C@H]1CNC(=O)c1cc(S(N)(=O)=O)ccc1OC	i	i	x	i	i	i	i	i	i	i	i
O=C(Cc1c(F)cccc1Cl)Nc1ccc(S(=O)(=O)N2CCCC2)cc1	i	i	i	i	i	i	i	i	i	i	i
CCOc1cc(/C=C2\C(=O)N(CCC#N)N=C2C)ccc1OCC(N)=O	i	i	i	i	i	i	i	i	i	i	i
Cc1ccn2cc(-c3cccc(NC(=O)C(C)C)c3)nc2c1	i	i	i	i	i	i	i	i	i	i	i
O=C(NNC1=C(C(=O)C(F)(F)F)CCC1)c1cccc(Cl)c1	i	i	i	i	i	i	100*	i	i	i	i
O=c1[nH]n(CCO)c(=O)c2cccnc12	i	i	i	i	i	i	i	i	i	i	i
Cc1ccc(NS(=O)(=O)c2cc(NC(=O)c3cc4c(s3)CCCC4)ccc2C)c(C)c1	i	i	i	i	i	i	i	i	i	i	i
CCOC(=O)CCCCC(=O)c1[nH]c(=O)[nH]c1C[n+]1ccc(C)cc1	i	i	i	i	i	i	i	i	i	i	i
CCOC(=O)CSc1nc2cc(OCC)ccc2cc1C#N	i	i	i	i	i	i	i	i	i	i	i
CC(=O)Nc1sc2c(c1C(N)=O)CCC2	i	i	i	i	i	i	i	i	i	i	i
c1ccc(OCCN2CCN(C(c3ccccc3)c3ccccc3)CC2)cc1	i	i	i	i	i	i	i	i	i	i	i
CCN(CC)CC(C)(C)COC(=O)c1oc2ccccc2c1C	i	i	i	i	i	i	i	i	i	i	i
COc1cc(NC(=O)Cn2ccsc2=N)c(C)cc1[N+](=O)[O-]	i	i	i	i	i	i	i	i	i	i	i
Cc1ccc(Cn2c(CCCO)nc3ccccc32)cc1	i	i	i	i	i	i	i	i	i	i	i
Cn1c(CSCc2ccc(Cl)cc2)nnc1SCC(=O)Nc1nccs1	i	i	i	i	i	i	i	i	i	i	i
CCN1C(=O)N(C)[C@@H](c2ccccc2)C(C(C)=O)=C1C	i	i	i	i	i	i	i	i	i	i	i
CCSc1nnc(NC(=O)CCn2c(=O)oc3ccccc32)s1	i	i	i	i	i	i	i	i	i	i	i
O=C(NC1CCCCC1)[C@H](CSCc1ccccc1)N1Cc2ccccc2C1=O	i	i	i	i	i	i	i	i	i	i	i
CN1CCN(c2nc3c(c(=O)[nH]c(=O)n3C)n2CCOc2ccccc2)CC1	i	x	i	i	x	x	x	i	i	i	i
Cc1ccc(C)c(NC(=S)NC2CC3CCC(C2)N3Cc2ccco2)c1 (configuration not stated)	i	i	i	i	i	i	i	i	i	i	i
O=C(O)CCc1ccc(-c2ccccc2)n1NC(=O)c1sc2ccccc2c1Cl	i	i	i	i	i	i	i	i	i	i	i
Nc1nnc(COc2ccc(Br)cc2Br)s1	i	i	i	i	i	i	i	i	i	i	i
C=CCOC(=O)C1=C(C)NC(C)=C(C(=O)OCC=C)C1c1cccs1	i	i	i	i	i	i	i	i	i	i	i
Cc1cc2cc3c(cc2nc1SCC(=O)O)OCCO3	i	i	i	i	i	i	i	i	i	i	i
O=C(CSC1=NCCS1)N1CCCC1	i	i	i	i	i	i	i	i	i	i	i
CC1CCCN(C(C(=O)Nc2ccc(C(C)C)cc2)c2ccc3c(c2)OCO3)C1 (configuration not stated)	i	i	i	i	i	i	i	i	i	i	i
Cc1cc(NC(=O)C2CC(c3ccc(F)cc3)=NO2)no1 (configuration not stated)	i	i	i	i	i	i	i	i	i	i	i
CC(C)CCn1c(SCC(=O)c2ccccc2)nc2c1c(=O)[nH]c(=O)n2C	i	i	i	i	i	i	i	i	i	i	i
COc1ccc(CNC(=O)c2c(-c3cc(Cl)c(OC)c(Cl)c3)noc2C)cc1	i	i	i	i	i	i	i	i	i	i	i
CCOC(=O)c1c(C)c(-c2ccccc2)n(CC(=O)N2CCN(C)CC2)c1C	i	i	i	i	i	i	i	i	i	i	i
C/C=C1\C(OC2OC(CO)C(O)C(O)C2O)OC=C(C(=O)OC)C1CC(=O)OCC1C(C)C(OC(=O)CC2C(C(=O)OC)=COC(OC3OC(CO)C(O)C(O)C3O)/C2=C\C)CC1C(CO)CO (configuration not stated)	i	i	i	i	i	i	i	i	i	i	i
CC(=O)Nc1ccccc1NS(=O)(=O)c1ccc(Cl)cc1	i	i	i	i	i	i	i	i	i	i	i
Cc1cccc(-c2noc(CN(C)S(=O)(=O)c3cc(Cl)ccc3Cl)n2)c1	i	i	i	i	i	i	i	i	i	i	x
O=C(N/N=C1/CCSC1)c1cc(Br)ccc1O	i	i	i	i	i	i	i	i	i	i	i
Nc1nnc(Cc2ccccc2F)s1	i	i	i	i	i	i	i	i	i	i	i
c1ccc(OCCSc2nc3ccccc3o2)cc1	i	i	i	i	i	i	i	i	i	i	i
NC(=O)CC1C(=O)N(c2ccccc2)C(=S)N1NC(=O)c1ccccc1 (configuration not stated)	i	i	x	i	i	i	i	i	i	i	i
CN(C)S(=O)(=O)N1CCN(Cc2ccccc2)CC1	i	i	i	i	i	i	i	i	i	i	i
Cc1ccc(C(=O)NC(=S)NCc2ccccc2)cc1	i	i	i	i	i	i	i	i	i	i	i
CC(=O)OCCNc1cc(Sc2nc3ccccc3[nH]2)c2nonc2c1[N+](=O)[O-]	i	i	i	i	i	i	i	15*	i	i	i
CCCc1cc(=O)[nH]c(SCC(=O)c2cc(C)n(-c3c(C)n(C)n(-c4ccccc4)c3=O)c2C)n1	i	i	i	i	i	i	i	i	i	i	i
C=C(C)CNC(=O)c1ccc2nc(Cc3ccc(OC)cc3)oc2c1	i	i	i	i	i	i	i	i	i	i	i
CC(C)OC(=O)c1ccc(OC(=O)c2cccnc2)cc1	i	i	i	i	i	i	i	i	i	i	i
O=C1NCCN1CCN1C(=O)c2ccccc2NC1c1ccccc1 (configuration not stated)	i	i	i	i	i	i	i	i	i	i	i
CC(=O)N1CC2(CC(=O)OC(C)C)CN(C(C)=O)CC(CC(=O)OC(C)C)(C1)C2=O	i	x	i	i	x	x	x	i	i	i	i
c1ccc(Cn2c(Nn3cnnc3)nc3ccccc32)cc1	i	i	i	i	i	i	i	i	i	i	i
Cc1nn(C)cc1C(C)Nc1nc2nonc2nc1N1CCCCC1 (configuration not stated)	i	i	i	i	i	i	i	i	i	i	i
NCCCCCc1cn([C@@H](CO)C(=O)NCCCCCCCCCCC(=O)N2CCNCC2)nn1	x	i	i	x	i	i	i	x	x	x	x
O=c1cc(C(F)F)oc2c1ccc1ccccc12	i	i	i	i	i	i	i	i	i	i	i
COc1ccc(-c2cc(C)no2)cc1S(=O)(=O)Nc1cccc(C)c1	i	i	i	i	i	i	i	i	i	i	i
O=S(=O)(c1ccc(Cl)cc1)c1cnc(-c2cccnc2)nc1-c1ccccc1	i	i	i	i	i	i	i	i	i	i	i
New compounds follow.
SMILES	TRPC6 act	MrgX1 agonist	TMEM16A act	TRPC6 inh	MrgX1 PAM	MrgX1 antag	TMEM16A inh	RGS4 inh	TRPC4 act	TRPC4 PAM	TRPC4 inh
CCn1c(C)nc2cc(C(=O)NNC(=O)CCC3CCCCC3)ccc21	i	i	i	i	i	i	i	i	i	i	i
CC(=O)N1CCc2c(sc3c2c(=O)n(-c2ccccc2)c(=O)n3CC(=O)NCC2CCCO2)C1 (configuration not stated)	i	i	i	i	i	i	i	i	i	i	i
CC(C)(C)C(=O)NCCn1ccc2ccccc21	i	i	i	i	i	i	i	i	i	i	i
C/C(=N\OCC(=O)Nc1ccc2c(c1)OCCO2)c1ccc2c(c1)OCCO2	i	i	i	i	i	i	i	i	i	i	i
Oc1ccc(Cl)cc1CNCC1CCCO1 (configuration not stated)	i	i	i	i	i	i	i	i	i	i	i
Cc1occc1C(=O)NCc1ccccn1	i	i	i	i	i	i	i	i	i	i	i
CCSCc1nnc(SCC(=O)Nc2nccs2)n1CC	i	i	i	i	i	i	i	i	i	i	i
O=C(Cn1c2ccc(F)cc2c2nc3n(c(=O)c21)CCS3)Nc1ccc(Cl)cc1F	i	i	i	i	i	i	i	i	i	i	i
O=C(NC1CCCCCC1)C1CC(=O)N(Cc2ccccc2)C1 (configuration not stated)	i	i	i	i	i	i	i	i	i	i	i
O=C(OCC(CO)OC(CO)n1ccc(=O)[nH]c1=O)c1ccccc1 (configuration not stated)	i	i	i	i	i	i	i	i	i	i	i
Cc1ccc(S(=O)(=O)N2CCC(C(=O)OC(C)C(=O)NCc3ccc4c(c3)OCO4)CC2)cc1 (configuration not stated)	i	i	i	i	i	i	i	i	i	i	i
c1ccc(-c2nnc(-c3ccccn3)c(-c3ccccn3)n2)nc1	i	i	i	i	i	i	i	i	i	i	i
COc1ccccc1C(=O)Nc1nnc(SCC(=O)NC2CCCC2)s1	i	i	i	i	i	i	i	i	i	i	i
CN1C(=O)C(CC(=O)N2CCN(C(c3ccccc3)c3ccccc3)CC2)N(C)C1=O (configuration not stated)	i	i	i	i	i	i	i	i	i	i	i

Assay outcomes as filed in PubChem.
